Screens from PubChem.
hERG rescue – shields human hERG channel from block by proarrhythmic agents | CHO-hERG, FluxOR thallium flux, dofetilide IC70 present | activation (rescue from dofetilide block), less the hit threshold, % at 10 µM | 0.51% of 310,000 active | AID 1511;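 active means activation above the mean of controls blocked by dofetilide plus 5 SD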;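 further: thallium influx through hERG after potassium depolarization seen as dye fluorescence rise; in these data hits start at about 4.7%; inactives centre near -7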
PolyA inhibitor – inhibitors of polyadenylation in S. cerevisiae; S. cerevisiae SKY197-pL101 polyadenylation reporter, beta-gal luminescence; efflux-impaired pdr1/pdr3 knockout yeast; score 100 = 6 SD above DMSO; calls only at 12 µM; 0.02% of 300,000 active; AID 1875;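 active means lowest replicate activity score at least 50, where 100 means six control SD above control mean; inconclusive means lowest score under 50 but half or more replicates reach 50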;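 further: yeast exposed to compound for 9 h at 30 °C; higher score means more reporter readthrough which indicates perturbed polyadenylation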
KCNK3 block – human KCNK3 channel inhibition, primary screen. O14649. CHO-KCNK3 thallium flux, FluxOR fluorescence; hits give low values. B-score at 10 µM. 0.84% of 340,000 active;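 active means B-score under library mean minus 4 SD, starting fluorescence ratio at most library mean plus 5 SD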;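 further: more negative B-score means stronger inhibition of thallium flux through KCNK3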
KCNQ1 inh – human KCNQ1 channel inhibition. P51787. CHO-K1 KCNQ1, FluxOR thallium flux fluorescence; hits give high values. B-score at 10 µM. 1.3% of 310,000 active;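 active means compounds whose thallium flux B-score, printed positive for inhibition, exceeds three library SD while starting fluorescence stays within three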;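 further: channel opened by potassium depolarization with thallium stimulus after 20 min compound exposure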
Target sequence (P51787 whole entry, looked up): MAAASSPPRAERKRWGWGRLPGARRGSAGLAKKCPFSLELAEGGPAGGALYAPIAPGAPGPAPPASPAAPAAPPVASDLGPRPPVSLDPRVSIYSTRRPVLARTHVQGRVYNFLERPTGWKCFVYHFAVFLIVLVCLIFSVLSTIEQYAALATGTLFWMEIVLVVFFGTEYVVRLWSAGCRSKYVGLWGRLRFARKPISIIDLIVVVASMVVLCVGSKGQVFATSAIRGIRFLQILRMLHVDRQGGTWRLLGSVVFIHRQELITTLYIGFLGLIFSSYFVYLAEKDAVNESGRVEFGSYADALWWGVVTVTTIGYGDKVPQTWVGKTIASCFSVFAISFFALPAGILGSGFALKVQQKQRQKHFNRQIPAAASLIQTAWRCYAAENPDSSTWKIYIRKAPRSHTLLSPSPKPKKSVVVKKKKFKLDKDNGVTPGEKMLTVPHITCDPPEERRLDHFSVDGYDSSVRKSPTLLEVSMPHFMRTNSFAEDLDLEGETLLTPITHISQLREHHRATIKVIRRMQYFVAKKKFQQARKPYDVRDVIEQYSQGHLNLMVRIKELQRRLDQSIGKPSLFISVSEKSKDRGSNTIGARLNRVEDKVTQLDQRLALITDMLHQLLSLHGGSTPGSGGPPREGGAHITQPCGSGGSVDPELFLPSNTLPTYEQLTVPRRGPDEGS
GSK3A inh – human GSK-3 alpha kinase inhibition | inhibition, % at 10 µM | ADP-Glo luminescence, 60 min | 0.1% of 320,000 active;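 in the data active means inhibition above about 50%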;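 further: GST-tagged GSK-3 alpha with peptide substrate and 25 µM ATP; 0% = DMSO neutral wells and 100% = GW8510 positive control wells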
Dyrk1A ADPGlo – blocks rat Dyrk1A kinase activity. Q63470. ADP-Glo luminescence, NFATc1 peptide. inhibition, % at 12.5 µM. 0.43% of 310,000 active. AID 504441; in the data active means inhibition above about 50%;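 further: plate controls were vehicle with enzyme for no effect and no enzyme for full effect; many of its hits are not listed in these tables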
GSK3B inh – inhibitors of human GSK3beta kinase; GST-GSK3beta kinase, ADP-Glo luminescence, 60 min; hits give low values; activity score (negative = inhibition), % at 10 µM; 0.038% of 300,000 active; AID 2097; P49841;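 active means more than half of replicate wells score below -50%, meaning over 50% inhibition versus plate controls; inconclusive means some replicates but at most half score below -50%; inactive means no replicate scores below -50%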;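 further: 0% = median DMSO wells and -100% = median GW8510 positive control wells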
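Assay system: GST-tagged human GSK3beta kinase, cell-free; Input: 1.6 ng GSK3beta; Medium: Tris/MgCl2 kinase buffer; Timing: 60 min enzyme reaction, room temperature; Signal: ADP-Glo luminescence quantifying ADP generated by kinase; Evaluation: score relative to plate controls; Benchmarks: DMSO neutral wells and GW8510 at 20 µM as positive.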
KCNK9 block – inhibitors of human KCNK9 two-pore domain potassium channel; Q9NPC2; HEK293 KCNK9, FluxOR thallium flux fluorescence; hits give low values; B-score at 10 µM; 1.2% of 310,000 active; AID 488922;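 active means ratio B-score over 3 SD below the library mean, with starting fluorescence within 5 SD of its mean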;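 further: negative B-score means less thallium flux so channel inhibition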
KCNQ1 pot – potentiators or activators of human KCNQ1 potassium channel; AID 2648; CHO-K1 KCNQ1, thallium flux FluxOR fluorescence; hits give high values; 0.35% of 310,000 active; B-score at 10 µM;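 active means fluorescence ratio B-score, a plate-corrected score, at least three library SD, with initial intensity B-score within 5 SD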
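Test system: CHO-K1 cells stably expressing KCNQ1 / Medium: assay buffer / Also added: depolarizing K+/Tl+ stimulus, K2SO4 and Tl2SO4 each 12.5 mM in 5x stock / Incubation: 90 min dye loading and 20 min compound exposure, both at room temperature / Signal: thallium influx via FluxOR fluorescence, kinetic imaging / Evaluation: B score of baseline-normalized fluorescence ratio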
RGS4 pot – RGS4 potentiation or activation; 0.92% of 310,000 active; HEK293 M3R/inducible RGS4, carbachol calcium flux Fluo4; hits give low values; AID 463111; B-score at 10 µM;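 active means B-score of the integrated calcium signal more than 4 SD below the library mean, with starting fluorescence not abnormally high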;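 further: negative B-score means reduced calcium response which marks RGS4 activation or potentiation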
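Material: M3R-expressing HEK293 line, RGS4 induced by doxycycline | Schedule: Overnight RGS4 induction, 30 min dye load 37 °C, 20 min compound RT | Measured by: Fluo4 fluorescence kinetic imaging of calcium | Read-out: Integrated calcium ratio converted to B score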
HDAC3 inhib – blocks human histone deacetylase 3; recombinant HDAC3, fluorogenic peptide/trypsin coupled, fluorescence; inhibition, % at 8.3 µM; 0.15% of 320,000 active; in the data active means inhibition above about 26%, passing the limit was not always enough; inconclusive means no clear call, values can overlap the other calls
Starred values were filed as active, the others as inactive; i = inactive; ? = inconclusive; nt = no result given. The list is partial. The share of hits here may be higher or lower than overall.

SMILES	hERG rescue	PolyA inhibitor	KCNK3 block	KCNQ1 inh	GSK3A inh	Dyrk1A ADPGlo	GSK3B inh	KCNK9 block	KCNQ1 pot	RGS4 pot	HDAC3 inhib
Cn1nc(C(C)(C)C)c([N+](=O)[O-])c1C(=O)NC(C)(C)C	-8.6	i	i	i	-3.7	9.2	-2.4	i	i	i	13.6
CN1C(=O)CC(C(=O)O)SC1=Nc1cccc(C(F)(F)F)c1 (centres undefined)	-9.0	i	i	i	-0.1	7.5	0.6	i	i	i	-2.7
COc1ccc2c(c1)CCCC21NC(=O)N(CC(N)=O)C1=O (centres undefined)	-11.2	i	i	i	nt	-0.8	1.6	i	i	i	nt
CCCCCn1c(CCNC(=O)CCC)nc2ccccc21	-11.6	i	i	i	-1.4	-0.5	-0.1	i	i	i	3.3
CN(C)S(=O)(=O)c1cccc(NC(=O)c2cc(-c3cccs3)nc3ccccc23)c1	-6.2	i	i	i	2.5	-6.1	-0.2	i	i	i	-8.6
CCOc1ccc(N(C(=O)Nc2ccccc2)C2=NCCC2)cc1	0.9	i	i	i	-1.0	-3.2	-0.7	i	i	i	-3.1
Cc1nn(CC(=O)NCCCN2CCC(Cc3ccccc3)CC2)c(=O)c2cc(-c3ccccc3)nn12	-26.8	i	i	i	-1.0	-7.0	1.4	i	i	i	4.1
CN(Cc1nccn1C)C(=O)c1cc(COc2ccc3ncccc3c2)on1	-8.6	i	i	i	-2.5	3.6	3.8	i	i	i	4.6
COc1ccc(OC)c2sc(NC(=O)c3ccc(S(=O)(=O)N4CCOCC4)cc3)nc12	-9.0	i	i	i	3.8	-2.2	0.9	i	i	i	-1.5
O=C(/C=C/c1cccs1)NC(=S)Nc1ccccc1	-6.5	i	i	i	-0.2	nt	0.4	i	i	i	7.7
Cc1ccc(-c2noc(CN(C(=O)c3cccs3)C(C)C)n2)cc1	-7.2	i	i	i	-3.5	5.5	-0.1	i	i	i	-3.8
CN(CC(=O)Nc1ccc(Br)cc1)Cc1ccccc1	-8.0	i	i	i	-1.5	9.1	2.6	-6.81*	i	i	12.5
O=C(CN1CCC(C(=O)c2ccc3c(c2)OCCO3)CC1)NCc1ccccc1	-5.2	i	i	i	0.4	5.2	-2.5	i	i	i	?
COc1ccc(C(=O)C[n+]2ccc(-c3nnc4n3CCCCC4)cc2)cc1	-8.9	nt	i	i	9.4	nt	1.4	i	i	i	7.3
CC(CC(=O)N1CCc2ccccc21)S(=O)(=O)c1ccc2c(c1)NC(=O)CO2 (centres undefined)	-3.7	i	i	i	1.4	-3.0	-3.6	i	i	i	-7.0
CCOP(=O)(OCC)C(Nc1ccccn1)c1ccc(F)cc1 (centres undefined)	-7.7	i	i	i	-0.4	-6.8	0.2	i	i	i	7.6
CCOC(=O)N1CCN(C(=O)c2ccc3c(=O)n(CCc4ccccc4)c(=O)[nH]c3c2)CC1	-7.9	i	i	i	-0.4	-1.0	0.0	i	i	i	1.4
COc1cccc(NC(=O)CSc2nnc(-c3cc(C)[nH]n3)n2N)c1	-4.2	i	i	i	-1.4	-3.8	-1.1	i	i	i	-3.1
O=C(Nc1ccc(Cl)cn1)c1cccc(OCc2ccccc2)c1	-8.5	i	i	i	-3.2	1.7	-1.9	i	i	i	2.3
CCOC(=O)c1cnc(-n2nc(C)cc2C)nc1N1CC(C)OC(C)C1 (centres undefined)	-0.1	i	i	i	-0.7	2.6	3.4	i	i	i	7.2
CC1CCN(C(=O)c2ccc(NS(=O)(=O)c3ccc4[nH]c(=O)[nH]c4c3)cc2)CC1	-5.0	i	i	i	-0.8	13.2	nt	i	i	i	8.3
NNC(=O)[C@H]1C[C@@H]1c1ccccc1	-4.4	i	i	i	-0.1	2.5	2.3	i	i	i	2.2
COc1ccc(/C(N)=N/OC(=O)Cc2cccs2)cc1	-5.6	nt	i	i	-2.1	4.0	-1.0	i	i	i	3.2
Clc1cc(Cl)c2nc(N3CCCCC3)sc2c1	-1.9	i	i	i	-0.6	-4.9	0.1	i	i	i	-4.3
Cc1cc(NC(=O)CCN2C(=O)C3C4C=CC(C4)C3C2=O)c2ccccc2n1 (centres undefined)	-7.3	i	i	i	-0.1	4.8	-0.1	i	i	i	1.2
COc1cc(C(=O)O[C@H]2CC(C)=CC[C@@]3(C)CC[C@@](O)(C(C)C)[C@H]23)ccc1O	-8.5	i	i	i	-3.4	-1.4	-3.7	i	i	i	6.1
CN(C)c1cccc(C(=O)Nc2cccc(S(=O)(=O)NC3=NCCC3)c2)c1	-13.3	i	i	i	-0.1	1.0	1.2	i	i	i	-10.0
CC(C)(C)NC(=O)C(c1ccc(F)cc1)N(CCc1ccccc1)C(=O)c1ccn[nH]1 (centres undefined)	-22.6	i	i	i	-1.8	1.4	1.8	i	i	i	-4.0
Cc1ccc(OCC(=O)c2cc(C)c(C)cc2C)c([N+](=O)[O-])n1	-8.1	i	i	i	0.1	-1.2	-2.6	i	i	i	-1.3
O=C(NCCCn1ccnc1)c1cccc(S(=O)(=O)Nc2ccccc2F)c1	-5.7	i	i	i	-2.7	-4.0	-0.8	i	i	i	0.3
Cc1nc2c(C)cccn2c1C(=O)c1ccccc1	-13.2	i	i	i	-0.8	6.6	0.2	i	i	i	1.4
CC(=O)c1ccc(NC(=O)C(C)NCc2ccc(Cl)cc2)cc1 (centres undefined)	-0.9	i	i	i	0.2	0.2	-0.7	i	i	i	-0.2
Cc1ccc(-c2csc(NC(=O)CN3CC(C)OC(C)C3)n2)cc1 (centres undefined)	-8.2	i	i	i	0.5	1.8	-2.4	i	i	i	?
O=C(Nc1ccccc1C(=O)Nc1nnc(C(F)(F)F)s1)c1ccccc1	-28.5	i	i	i	1.0	-7.1	-2.2	i	i	i	-5.0
Cc1ccccc1NC(=O)CCn1c(=O)oc2ccccc21	-5.0	i	i	i	0.0	-4.1	-0.2	i	i	i	nt
CCO[C@@H]1OC(C(=O)Nc2ccccc2)=C[C@H](c2coc3ccccc3c2=O)[C@H]1CCCO	-7.6	i	i	i	-0.7	0.2	-23.0	i	i	i	-9.5
CC(=O)Nc1n[nH]c(-c2ccc(C)cc2)c1C	-9.7	i	i	i	0.3	-5.1	-1.0	i	i	i	1.0
N#CCC(=O)Nc1ccccc1C(=O)O	-0.1	i	i	i	-1.4	-2.5	3.7	i	i	i	0.1
Cc1cc(=O)oc2cc(OCC(=O)N/N=C/c3ccccc3O)ccc12	-4.0	i	i	i	0.1	1.2	1.2	i	i	i	0.9
Cc1ccc(C(=O)c2nccn2C)cc1C	-4.5	nt	i	i	-2.3	-4.7	-0.1	i	i	i	-3.2
O=S1(=O)[C@H]2C[C@@H]3C=C[C@@]2(CN1Cc1cccc(F)c1)O3	-2.7	i	i	i	-2.2	1.6	1.0	i	i	i	1.9
CCn1c(C(O)c2cccc(OC)c2OC)nc2ccccc21 (centres undefined)	-3.5	i	i	i	-2.3	17.9	-3.7	i	i	i	0.1
COC(=O)C/C(O)=C(/N=Nc1cccc(C(F)(F)F)c1)C(=O)OC	-7.5	i	i	i	-0.6	0.7	-1.3	i	i	i	12.0
COc1ccc(NC(=O)C(=O)NNC(=O)C(C)Oc2ccc(Cl)cc2Cl)cc1 (centres undefined)	34.8*	i	i	i	0.7	0.5	-1.0	i	108*	i	4.3
Cc1c(NC(=O)CC(=O)Nc2c(C)n(C)n(-c3ccccc3)c2=O)c(=O)n(-c2ccccc2)n1C	-8.8	i	i	i	-4.2	nt	3.4	i	i	i	1.7
Cc1nn(-c2ccccc2)c(C)c1C(=O)NCc1ccc(S(N)(=O)=O)cc1	2.0	i	i	i	-2.2	0.9	1.5	i	i	i	-0.8
Clc1cccc(Cl)c1CSc1nnc(-c2sccc2-n2cccc2)o1	-12.4	i	i	i	-4.3	-2.5	-0.5	i	i	i	3.3
CCOC(=O)c1c(C)n(C)c2cc(Br)c(O)c(O)c12	-5.0	i	i	6*	9.4	4.5	-0.6	i	i	i	2.2
O=C(CCc1ccc(S(=O)(=O)NC2CCCCC2)cc1)NCc1ccccc1	-8.2	i	i	i	nt	3.1	-1.4	i	i	i	nt
Cc1cccc(N2CCN(c3cc(C)nc4nnnn34)CC2C)c1 (centres undefined)	-5.9	i	i	i	1.0	1.1	-3.3	i	i	i	-2.7
COc1ccc(OCc2nc3c4cc(OC)c(OC)cc4nc(=S)n3[nH]2)cc1	-1.9	i	i	i	-3.2	4.9	-8.3	i	i	i	3.9
Cc1cc(O)cc(O)c1C=NCc1ccco1	-8.6	i	i	i	-1.5	0.7	-3.5	i	i	i	1.2
